MsrA inh = bovine MsrA enzyme inhibitors, primary screen, biochemical, absorbance, HTS | AID 651718, 2012 | 360,000 compounds, 0.75% hits | inhibition, % at 15.5 µM | purified bovine MsrA, absorbance read-out | Methionine sulfoxide reductase A (Bos taurus); in the data active means inhibition above about 4.5%;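 further: 0% = vehicle wells with enzyme and 100% = reference inhibitor wells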
Scp1 inh = Scp-1 phosphatase inhibitors, primary screen, biochemical, colorimetric, uHTS | inhibition, % at 20 µM | Carboxy-terminal domain RNA polymerase II polypeptide A small phosphatase 1 (Homo … | 340,000 compounds, 0.88% hits | Recombinant Scp1, phosphopeptide, malachite green phosphate absorbance | AID 493091, 2011;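 active means inhibition above about 50% at 20 µM, limit read from the data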;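 further: plate controls were DMSO wells with enzyme for no effect and wells lacking enzyme for full effect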
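Test system – truncated SCP-1 phosphatase (76-261aa) · Reagent – Phosphorylated 17-residue peptide substrate · Incubation – 45 min room-temperature reaction, 5 min colour, 30 min stabiliser · Detection – colorimetric phosphate reagent with accelerator and stabiliser, absorbance at 630 nm · Measure – % inhibition at 20 µM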
Tb MetRS inh = T. brucei MetRS inhibitors, primary screen, biochemical, luminescence; purified T. brucei MetRS, ATP depletion, Kinase-Glo luminescence; inhibition, % at 11.9 µM; 360,000 compounds, 0.4% hits;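 active means inhibition above a per-plate cutoff of the control wells' mean inhibition plus 3 SD, cut at about 5.5% in these data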;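 further: 0% = DMSO wells median and 100% = median of wells with control inhibitor compound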
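Dosing: 11.9 µM compound single dose, 0.9% DMSO; Assay system: purified T. brucei MetRS enzyme; Measured by: Kinase-Glo luciferase luminescence reporting remaining unconsumed ATP; Schedule: 15 min plus 2 h at 25 °C.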
SUMO1 PPI mod = modulators of SUMO1 protein-protein interactions, primary screen, biochemical, uHTS; Small ubiquitin-related modifier 1 (Homo sapiens), P63165; SUMO1 binding to a labelled peptide, TR-FRET, 1 h; inhibition, % at 20 µM; 360,000 compounds, 0.33% hits; in the data active means inhibition above about 37%
MsrA act = bovine MsrA enzyme activators, primary screen, biochemical, absorbance, HTS. AID 602163, 2012. activation, % at 10.6 µM. 360,000 compounds, 0.3% hits. purified bovine MsrA, absorbance read-out. Methionine sulfoxide reductase A (Bos taurus); in the data active means activation above about 7.5%;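 further: 0% = vehicle and 100% = reference activator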
DNMT1 block = human DNMT1 methyltransferase inhibitors, primary screen, biochemical, molecular beacon, fluorescence, HinP1I cleavage, uHTS; inhibition (reported as % activation of signal), % at 10 µM; 360,000 compounds, 0.83% hits; AID 588458, 2011; in the data active means inhibition above about 50%
NRP1-CendR mod = modulators of CendR peptide binding to NRP-1, primary screen, biochemical, fluorescence polarization, uHTS; 360,000 compounds, 0.85% hits; FAM-RPARPAR peptide binding to NRP-1; AID 602438, 2012; inhibition, % at 25 µM; Neuropilin-1 (Homo sapiens), O14786;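 active means inhibition or corrected inhibition above about 18%, plus a signal ratio from 0.5 to 1.5, limit read from the data, passing the limit was not always enough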; further: strong numbers were not always called active
LMPTP inh = LMPTP phosphatase inhibitors, primary screen, biochemical, fluorescence intensity, uHTS; AID 651560, 2012; Low molecular weight phosphotyrosine protein phosphatase (Homo sapiens), P24666; inhibition, % at 20 µM; recombinant LMPTP-A, OMFP fluorogenic substrate; 360,000 compounds, 0.22% hits;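 active means compounds that cut the enzyme signal by at least half of the control window in the single-dose screen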;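 further: plate controls were DMSO wells with enzyme plus substrate for no effect and substrate without enzyme for full effect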
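test system = LMPTP-A | amount = 0.625 nM LMPTP-A final | reagent = fluorogenic phosphatase substrate OMFP at 400 µM final | incubation = 50 min at room temperature | benchmarks = no-enzyme low control, uninhibited high control | medium = Bis-Tris pH 6.0, DTT, detergent | signal = fluorescence intensity of OMFP turnover product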
STEP inh = STEP phosphatase inhibitors, primary screen, biochemical, fluorescence intensity, uHTS; Tyrosine-protein phosphatase non-receptor type 5 (Homo sapiens), P54829; recombinant STEP, OMFP fluorogenic substrate; inhibition, % at 20 µM; 360,000 compounds, 0.25% hits;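 active means inhibition at 20 µM, scaled per plate between control wells, above about 37%, limit read from the data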;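 further: 0% = DMSO with enzyme and substrate and 100% = substrate only without enzyme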
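Also added – OMFP at 25 µM · Test system – STEP tyrosine phosphatase · Technique – FITC-channel fluorescence of OMFP product · Schedule – 20 min at room temperature, dark · Evaluation – control-normalized % inhibition with plate pattern correction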
eLon inh = inhibitors of E. coli Lon protease, primary screen, biochemical, fluorescence polarization | P0A9M0 | AID 602123, 2011 | inhibition, % at 7.94 µM | purified E. coli Lon protease | 360,000 compounds, 0.42% hits; in the data active means inhibition above about 13%, passing the limit was not always enough;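 further: 0% = enzyme with probe and DMSO and 100% = no enzyme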
Active calls of the source: *; / = not tested or not shown.

SMILES | MsrA inh | Scp1 inh | Tb MetRS inh | SUMO1 PPI mod | MsrA act | DNMT1 block | NRP1-CendR mod | LMPTP inh | STEP inh | eLon inh
CN(c1ccccc1)c1nc(N)c(C#N)c(CC#N)c1C#N | -0.5 | -5 | -1.0 | 0 | -5 | 3 | 18 | -2.1 | 1 | -6
NC(=O)[C@@H]1CC2(CC(c3cccc(NC(=O)COc4ccc(Cl)cc4)c3)=NO2)CN1C(=O)c1ccccc1 (stereo partly drawn) | 1.1 | -4 | -0.2 | -3 | -3 | -4 | -1 | -2.5 | -2 | -7
Cc1cc(C)c2nc(C)cc(N/N=C/c3ccc(O)cc3)c2c1 | -0.2 | -5 | 0.2 | 30 | 0 | 62* | 7 | 69* | 4 | 0
O=C(Cn1c(C(F)(F)F)nc2ccccc21)Nc1ccccc1C(=O)O | 1.7 | -3 | 1.5 | 4 | -5 | 1 | 0 | -0.8 | 1 | -7
CCOC(=O)[C@]12CCCC=C1N(Cc1ccco1)C(=O)[C@H](CC(=O)NCc1cccs1)C2 | 0.4 | / | -0.2 | 2 | -2 | / | -13 | -0.5 | / | -1
FC(F)Oc1ccccc1C1CC(c2ccc(Br)s2)Nc2ncnn21 (stereo not drawn) | -0.7 | 15 | 5.0 | 0 | 1 | -2 | -6 | 0.4 | 12 | -1
O=C(NCc1ccco1)c1cccnc1-c1nc2ccccc2s1 | 1.8 | -7 | -0.5 | 0 | -1 | -4 | -3 | 3.2 | 8 | 5
CCc1ccc(CCC(=O)Nc2ncc(Cc3ccccc3Cl)s2)o1 | 0.4 | 0 | -0.5 | -1 | -6 | 7 | -8 | -0.7 | -1 | 1
CC(C)(C)c1ccc(C(=O)NN2CCOCC2)cc1 | -1.6 | -8 | -0.2 | 4 | -2 | 2 | 9 | -0.9 | 0 | 11
Cc1cccc(NC(=O)CSc2nnc(-c3ccccc3)n2N)c1C | -0.5 | -5 | 0.0 | 0 | 3 | 3 | -14 | -0.4 | 0 | 4
COc1ccc2oc(C(=O)N(C)Cc3ccc4c(c3)OCCO4)c(C)c2c1 | -0.2 | -6 | -0.3 | -25 | -1 | -8 | 6 | -7.4 | -1 | 4
Cc1cc(C(=O)CN2C(=O)c3ccccc3C2=O)c(C)n1Cc1cccs1 | 1.3 | -14 | -0.3 | -9 | -2 | -5 | 3 | 2.7 | 3 | 3
CC(C)C(NC(=O)OCc1ccccc1)C(=O)OCC(=O)N1CCCCC1 (stereo not drawn) | 0.8 | -8 | 0.5 | 1 | -2 | 4 | -1 | 0.6 | -8 | -2
COc1cccc(NC(=O)c2cc(-c3ccccn3)nc3ccccc23)c1 | 0.3 | 0 | -0.2 | -9 | -4 | -4 | -1 | 2.0 | -3 | -6
O=C(Nc1ccc(NC(=O)c2ccco2)nc1)c1ccco1 | 1.1 | -5 | -1.2 | -1 | -6 | -1 | -7 | -0.1 | -3 | -1
COC(=O)c1ccccc1NC(=O)c1ccc(NC(=O)C2CCCO2)cc1 (stereo not drawn) | 2.0 | -10 | -0.7 | -3 | -10 | -3 | -15 | -1.2 | 0 | 4
CCOC(=O)C1CCN(S(=O)(=O)c2c(C)[nH]c(C)c2C(=O)N2CCCCC2)CC1 | -1.8 | -8 | -0.1 | 4 | 0 | 3 | 6 | -0.3 | 0 | -10
CCOC(=O)/C(C#N)=C/c1cccc(C)c1 | -0.3 | -8 | 0.3 | -21 | -2 | -1 | 3 | -0.7 | 0 | -5
Cc1cc(-c2n[nH]c(=S)n2/N=C/C(Cl)=C/c2ccccc2)n[nH]1 | 1.4 | 4 | 0.2 | -5 | 0 | 4 | -12 | 0.0 | -1 | 7
C[C@@H]1CN(Cc2nc(Cc3ccccc3F)no2)C[C@H](C)O1 | 2.6 | -3 | -0.7 | -2 | -3 | 17 | -2 | -0.1 | -2 | 1
O=[N+]([O-])c1ccccc1S(=O)(=O)Nc1cccnc1 | 1.6 | -8 | -0.6 | 2 | -3 | -5 | 12 | -0.7 | -3 | -2
CC(C)(C)OC(=O)NCc1nc(N)n[nH]1 | 0.2 | -10 | -0.2 | 0 | 0 | 3 | 5 | -2.2 | -1 | 1
COc1ccc(NC(=O)C2(C)CCN2C(=O)Cc2ccccc2)cc1OC (stereo not drawn) | -1.8 | / | -0.1 | 3 | 0 | 5 | -7 | 0.1 | -1 | 2
Cc1cc(C)cc(N(CCC#N)C(=O)CSc2nc3nc(C)cc(C)n3n2)c1 | 0.2 | -3 | -0.6 | -1 | -2 | -1 | -10 | -0.2 | -5 | 1
Cc1ccc(Cn2c(C)c(C(=O)NCc3ccc(Cl)c(Cl)c3)sc2=O)cc1 | -1.1 | / | -0.2 | 6 | -3 | -17 | -1 | 4.5 | 0 | 1
CCOC(=O)c1cc(-c2nnc(-c3ccc(Cl)cc3)o2)c(C)nc1C | -0.3 | 0 | -1.7 | 7 | 0 | 1 | -18 | 2.0 | 7 | 0
COc1cc(C(=O)Nc2cccc(-c3nc4ncccc4o3)c2C)cc(OC)c1OC | 0.6 | 4 | -1.2 | 5 | -7 | 0 | -7 | -1.0 | 2 | -5
COc1ccc(-c2cc(C)no2)cc1S(=O)(=O)N1CCCN(Cc2ccc(F)cc2)C1 | -0.1 | 1 | -0.4 | 3 | 0 | -4 | 4 | -0.7 | -1 | 10
O=C1OC[C@H]2CCCC[C@@H](CO)ON12 | 0.8 | 4 | -0.7 | 3 | 3 | 0 | -12 | -1.1 | 1 | -6
Cc1cccc(C)c1OCCCCn1cnc2ccccc2c1=O | -1.7 | -6 | -1.2 | 2 | -6 | 0 | 2 | 0.8 | -2 | 5

Order of results: MsrA inh	Scp1 inh	Tb MetRS inh	SUMO1 PPI mod	MsrA act	DNMT1 block	NRP1-CendR mod	LMPTP inh	STEP inh	eLon inh
CC(=O)Nc1cccc(Oc2ncnc3scc(-c4ccc(C(C)C)cc4)c23)c1
→ 0.8	-2	-0.9	2	-8	-1	2	3.4	0	4
CCN1CCN(C(=O)CN(C)S(=O)(=O)c2cc(C)ccc2OC)CC1
→ 3.1	1	-0.9	-2	-2	0	-42	-0.9	-1	9
O=C(CC[C@H]1O[C@@H](n2ccc(=O)[nH]c2=O)[C@H](O)[C@@H]1O)N[C@H](Cc1ccccc1)C(=O)NC1CCCCC1
→ 0.5	/	-0.3	1	0	12	0	0.6	2	-10
COC(=O)c1cccc(NS(C)(=O)=O)c1C
→ 0.4	-6	0.0	3	-3	2	-17	-2.0	-1	-11
COc1ccc(C(=O)Nc2cc(C(F)(F)F)ccc2-n2cnc3ccccc32)cc1
→ -0.5	-10	0.4	1	-3	1	-12	0.0	4	-9
Cn1cc(C(=O)c2ccc(Cl)cc2Cl)cc1C(=O)N/N=C(\N)COc1cccc(C(F)(F)F)c1
→ 0.6	22	0.7	2	1	-8	6	0.6	3	5
CCOC(=O)c1cc2c(n(-c3ccc(C)cc3)c1=O)CCCC2=O
→ 2.8	-4	1.3	0	-3	1	-6	0.6	-3	8
N#Cc1ccc(CN2C(=O)NC3(CCCCCC3)C2=O)cc1
→ -0.5	-11	0.0	4	-2	-1	14	-1.5	1	-1
COc1cccc(C(=O)Nc2cc3c(cc2N2CCCC2)n(C)c(=O)n3C)c1
→ -0.1	3	-0.4	2	-1	-2	-3	-1.0	0	-8
O=C(NCc1ccncc1)Nc1cccc(Cl)c1
→ 0.5	3	1.3	0	0	-1	13	-0.1	5	1
COc1cc(/C=N/NC(N)=S)cc(Br)c1OCc1ccccc1F
→ 0.6	-2	-0.7	4	-5	-8	-6	2.0	0	0
CCOC(=O)C1=C(COC(=O)CCOc2cccc(C)c2)NC(=O)NC1C (stereo not drawn)
→ -1.2	-1	-0.3	0	-1	0	1	-1.0	2	-13
COc1nc(N(C)C)nc(N(C)c2cc(Cl)cc(Cl)c2)n1
→ -1.5	6	-1.7	2	-8	2	-8	-0.4	-1	9
O=C(O)CN1C(=O)/C(=C2\C(=O)N(Cc3ccccc3Cl)c3ccccc32)SC1=S
→ 0.6	82*	-1.5	-2	-2	9	-22	9.4	52*	-6
CCOc1cc(C#N)c(NC(=O)c2cccnc2)cc1OCC
→ -0.5	-4	-0.4	1	-2	1	2	-2.7	-6	-3

Random excerpt: 6 compounds from above, in no set order.
Order of results: MsrA inh	Scp1 inh	Tb MetRS inh	SUMO1 PPI mod	MsrA act	DNMT1 block	NRP1-CendR mod	LMPTP inh	STEP inh	eLon inh
COc1cccc(C(=O)Nc2cc3c(cc2N2CCCC2)n(C)c(=O)n3C)c1
→ -0.1	3	-0.4	2	-1	-2	-3	-1.0	0	-8
CC(=O)Nc1cccc(Oc2ncnc3scc(-c4ccc(C(C)C)cc4)c23)c1
→ 0.8	-2	-0.9	2	-8	-1	2	3.4	0	4
CCOC(=O)C1=C(COC(=O)CCOc2cccc(C)c2)NC(=O)NC1C (stereo not drawn)
→ -1.2	-1	-0.3	0	-1	0	1	-1.0	2	-13
CCN1CCN(C(=O)CN(C)S(=O)(=O)c2cc(C)ccc2OC)CC1
→ 3.1	1	-0.9	-2	-2	0	-42	-0.9	-1	9
COC(=O)c1cccc(NS(C)(=O)=O)c1C
→ 0.4	-6	0.0	3	-3	2	-17	-2.0	-1	-11
O=C(NCc1ccncc1)Nc1cccc(Cl)c1
→ 0.5	3	1.3	0	0	-1	13	-0.1	5	1

(next part)
Order of results: MsrA inh	Scp1 inh	Tb MetRS inh	SUMO1 PPI mod	MsrA act	DNMT1 block	NRP1-CendR mod	LMPTP inh	STEP inh	eLon inh
Cc1[nH]n(-c2ccccc2)c(=O)c1C1(C(F)(F)F)C(=O)N(c2ccccc2)C2=C1C(=O)CC(C)(C)C2 (stereo not drawn)
→ 2.0	-8	-0.2	10	-3	-6	-8	0.1	0	-12
COc1cc(OC)cc(C(=O)NCC2CCCN(C(=O)c3csc(C(C)C)n3)C2)c1 (stereo not drawn)
→ -1.7	4	0.1	0	-6	0	10	0.2	-1	4
CCOC(=O)Cc1csc(SCc2nc3ccccc3c(=O)[nH]2)n1
→ 0.9	-5	0.2	1	-2	-1	-1	-0.9	-7	1
O=C(CSc1nnc(-c2cccnc2)n1CCN1CCCCC1)Nc1cccc(Cl)c1
→ 0.2	2	0.0	1	-10	3	-5	0.8	1	11
COCCNC(=O)C1CC2Cn3c(nc4cc(Cl)c(Cl)cc43)C2N1C (stereo not drawn)
→ -0.7	-6	0.5	-9	0	4	3	-0.2	-2	-7

Screening results (PubChem BioAssay)
